mIAP inh: mouse IAP inhibition. purified mouse IAP, CDP-Star luminescence, 30 min. inhibition, % at 10 µM. hit rate 0.2% among 330,000;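 active = inhibition of at least 40% at 10 µM in the primary screen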;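 also: plate controls were DMSO with enzyme for no effect and no enzyme wells for full effect; values of inactives mirror those of a sister screen read the other way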
tim10-1 inh: tim10-1 yeast growth inhibition | S. cerevisiae tim10-1 ts strain growth, BacTiter-Glo, 24 h | inhibition, % at 20 µM | hit rate 2.2% among 330,000;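 active = inhibition of at least 40%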;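 also: mutant grown at 25 °C; 0% = DMSO wells with yeast and 100% = wells holding no yeast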
mIAP act: increases mouse intestinal alkaline phosphatase activity | muIAP, CDP-Star luminescence, 30 min; hits give high values; 1 = vehicle-only enzyme signal, 0 = enzyme-free wells | activation factor at 10 µM | hit rate 0.24% among 330,000;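 active = activation factor of at least 2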; also: the source names both 10 and 20 µM as test concentration; values of inactives mirror those of a sister screen read the other way
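also added = chemiluminescent substrate CDP-Star | test system = mouse IAP enzyme | signal = chemiluminescence readout | compound = DMSO-dissolved test compounds | incubation = 30 min at room temperature | benchmarks = DMSO wells, no-enzyme wells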
TIM10 inh: TIM10 yeast growth inhibition. hit rate 1.4% among 330,000. inhibition, % at 10 µM. S. cerevisiae TIM10 strain growth, BacTiter-Glo luminescence, 24 h. AID 463195;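 active = inhibition of 40% or more at the single tested concentration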;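 also: wild-type TIM10 isogenic control strain grown at permissive 25 °C; 0% = DMSO yeast wells and 100% = minimal medium wells without yeast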
MIN6 prolif: MIN6 beta-cell proliferation induction; proliferation, % at 10 µM; hit rate 0.29% among 330,000; AID 2380; MIN6 cells proliferation, ATPlite luminescence, 48 h; cells starved in 0.2% serum; 100% = growth in 10% serum;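 active = compounds whose signal lies at least 3.5 SD above the mean of all wells on their plate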;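 also: 0% = DMSO-treated cells in low-serum medium and 100% = 10% serum control; some compounds called inactive have numbers as strong as hits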
NLRP3 yeast inh: blocks the NALP3 inflammasome reconstituted in yeast. Yeast reconstituted NLRP3/ASC/caspase-1, beta-gal luminescence, 24 h. inhibition, % at 10 µM. hit rate 0.39% among 330,000;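 active = inhibition of 50% or more; inactive = inhibition below 50%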;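 also: plate controls were induced DMSO wells for no effect and uninduced yeast grown without galactose for full effect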
A3A deaminase: inhibitors of human APOBEC3A DNA deaminase; P31941; AID 493011; recombinant A3A, FAM/TAMRA ssDNA deamination fluorescence; inhibition, % at 20 µM; hit rate 0.41% among 330,000;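 active = at least 40% inhibition at 20 µM here, with at most 30% in a related deaminase screen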;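 also: plate controls were A3A with DMSO for no effect and wells lacking A3A enzyme for full effect; some results filed as inactive read as strong as hits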
Target sequence (P31941 whole entry, looked up): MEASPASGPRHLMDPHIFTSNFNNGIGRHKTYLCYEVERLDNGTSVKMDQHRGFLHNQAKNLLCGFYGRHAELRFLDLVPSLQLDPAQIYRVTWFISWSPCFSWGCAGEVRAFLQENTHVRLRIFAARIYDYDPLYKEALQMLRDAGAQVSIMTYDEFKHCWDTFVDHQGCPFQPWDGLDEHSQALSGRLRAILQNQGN
hIAP block: human IAP inhibition. inhibition, % at 10 µM. AID 2544. purified IAP, CDP-Star luminescence, 30 min. hit rate 0.12% among 330,000. P09923;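 active = inhibition reaching a set limit with compound at 10 µM in the primary screen, cut at about 35% in these data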;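 also: plate controls were DMSO wells with enzyme for no effect and no-enzyme buffer wells for full effect; values of inactives mirror those of a sister screen read the other way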
Target sequence (P09923 whole entry, looked up): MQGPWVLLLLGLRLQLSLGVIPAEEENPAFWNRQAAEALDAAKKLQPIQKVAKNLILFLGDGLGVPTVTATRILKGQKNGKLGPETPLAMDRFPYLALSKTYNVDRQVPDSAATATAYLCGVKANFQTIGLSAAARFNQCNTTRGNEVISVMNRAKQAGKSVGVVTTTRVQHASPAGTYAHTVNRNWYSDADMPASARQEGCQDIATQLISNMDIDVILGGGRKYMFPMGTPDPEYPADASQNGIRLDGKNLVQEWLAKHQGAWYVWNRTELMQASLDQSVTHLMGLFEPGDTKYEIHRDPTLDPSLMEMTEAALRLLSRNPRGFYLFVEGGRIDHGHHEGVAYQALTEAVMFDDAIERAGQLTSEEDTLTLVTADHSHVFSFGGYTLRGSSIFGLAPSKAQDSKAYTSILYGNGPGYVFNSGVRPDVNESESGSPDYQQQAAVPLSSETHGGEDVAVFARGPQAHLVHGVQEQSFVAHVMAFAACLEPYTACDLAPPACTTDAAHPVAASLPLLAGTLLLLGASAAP
A3G deaminase: APOBEC3G (human) deaminase inhibition | Q9HC16 | recombinant A3G, ssDNA deamination FAM/TAMRA fluorescence | hit rate 0.28% among 330,000 | inhibition, % at 20 µM;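 active = inhibition of at least 40% at 20 µM, with no more than 30% in the related APOBEC3A deaminase screen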;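 also: plate controls were DMSO wells with A3G for no effect and wells lacking A3G enzyme for full effect; some compounds called inactive have numbers as strong as hits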
An asterisk follows results filed as active. An unsorted share of the library; about 4.6% have a hit in one of these screens.

No.	Molecule	mIAP inh	tim10-1 inh	mIAP act	TIM10 inh	MIN6 prolif	NLRP3 yeast inh	A3A deaminase	hIAP block	A3G deaminase
1	O=C(N[C@@H]1C/C=C\C[C@@H](CC(=O)N(CCO)Cc2ccccc2)C(=O)NCCOC1=O)OCC1c2ccccc2-c2ccccc21	-11	21	1.1	-3	-6	4	-2	7	-10
2	C[C@]12C(=O)N(c3ccc(Cl)cc3)C(=O)N1[C@@H]1c3ccccc3OC[C@@H]1[C@H]2c1ccccc1	2	24	0.98	5	-4	6	-1	4	-6
3	CCCCCCOC(=O)C(C#N)c1nc2ccccc2nc1N1CCN(CC)CC1 (stereo not given)	13	5	0.87	16	-6	22	0	21	-3
4	Cc1cccc(Nc2nnc(SC/C(O)=C(\C#N)c3nc4ccccc4[nH]3)s2)c1C	17	11	0.83	3	-4	-4	1	2	-4
5	CCCN1C2CCCC1CC(NC(=O)c1ccccc1OC)C2 (stereo not given)	4	-10	0.96	-4	-2	17	0	14	-8
6	COc1ccc(C(C)=O)cc1COC(=O)CCNS(=O)(=O)c1ccc(C(C)=O)cc1	1	-10	0.99	1	-3	19	6	9	-11
7	COc1ccccc1-c1cc(-c2cc(Cl)ccc2O)n[nH]1	0	20	1	11	-2	-12	-2	-14	-4
8	Cc1c(Cl)cccc1NC(=O)N1CCCN(c2nc(-c3ccccc3)ns2)CC1	-36	4	1.4	9	-3	-23	-4	-18	-4
9	O=C1NC(=O)C2C3c4ccccc4C(c4ccccc43)C12 (stereo not given)	0	17	0.99	6	-5	9	0	6	0
10	CCC(C(=O)N1CCc2ccccc2C1)n1nc(C)n2c(cc3occc32)c1=O (stereo not given)	-2	1	1	-22	0	10	-1	3	-1
11	CC(NC(=O)COC(=O)CN1C(=O)c2ccccc2C1=O)c1ccccc1 (stereo not given)	-2	-6	1	-5	-1	9	8	-10	-2
12	COc1ccc(Cc2nc3ccc(C(=O)NCCn4cccn4)cc3o2)cc1	-6	-11	1.1	-10	-2	18	-6	-10	-4
13	O=C(Cn1cnc2c(nnn2-c2ccccc2)c1=O)N1CCC(Cc2ccccc2)CC1	-1	13	1	-6	-2	5	0	-12	-2
14	CCCCCC(C)NC(=O)c1ccoc1C (stereo not given)	-11	22	1.1	15	-4	5	2	0	1
15	FC(F)(F)c1cccc(OCCN2CCN(Cc3ccccc3)CC2)c1	-10	-79	1.1	-51	-4	9	7	1	3

Ordered by molecular weight (lowest first): part of the list above
No.	Molecule	mIAP inh	tim10-1 inh	mIAP act	TIM10 inh	MIN6 prolif	NLRP3 yeast inh	A3A deaminase	hIAP block	A3G deaminase
9	O=C1NC(=O)C2C3c4ccccc4C(c4ccccc43)C12 (stereo not given)	0	17	0.99	6	-5	9	0	6	0
5	CCCN1C2CCCC1CC(NC(=O)c1ccccc1OC)C2 (stereo not given)	4	-10	0.96	-4	-2	17	0	14	-8
15	FC(F)(F)c1cccc(OCCN2CCN(Cc3ccccc3)CC2)c1	-10	-79	1.1	-51	-4	9	7	1	3
11	CC(NC(=O)COC(=O)CN1C(=O)c2ccccc2C1=O)c1ccccc1 (stereo not given)	-2	-6	1	-5	-1	9	8	-10	-2
12	COc1ccc(Cc2nc3ccc(C(=O)NCCn4cccn4)cc3o2)cc1	-6	-11	1.1	-10	-2	18	-6	-10	-4
10	CCC(C(=O)N1CCc2ccccc2C1)n1nc(C)n2c(cc3occc32)c1=O (stereo not given)	-2	1	1	-22	0	10	-1	3	-1
3	CCCCCCOC(=O)C(C#N)c1nc2ccccc2nc1N1CCN(CC)CC1 (stereo not given)	13	5	0.87	16	-6	22	0	21	-3
13	O=C(Cn1cnc2c(nnn2-c2ccccc2)c1=O)N1CCC(Cc2ccccc2)CC1	-1	13	1	-6	-2	5	0	-12	-2
6	COc1ccc(C(C)=O)cc1COC(=O)CCNS(=O)(=O)c1ccc(C(C)=O)cc1	1	-10	0.99	1	-3	19	6	9	-11
4	Cc1cccc(Nc2nnc(SC/C(O)=C(\C#N)c3nc4ccccc4[nH]3)s2)c1C	17	11	0.83	3	-4	-4	1	2	-4
2	C[C@]12C(=O)N(c3ccc(Cl)cc3)C(=O)N1[C@@H]1c3ccccc3OC[C@@H]1[C@H]2c1ccccc1	2	24	0.98	5	-4	6	-1	4	-6
1	O=C(N[C@@H]1C/C=C\C[C@@H](CC(=O)N(CCO)Cc2ccccc2)C(=O)NCCOC1=O)OCC1c2ccccc2-c2ccccc21	-11	21	1.1	-3	-6	4	-2	7	-10

Remaining list, next part
No.	Molecule	mIAP inh	tim10-1 inh	mIAP act	TIM10 inh	MIN6 prolif	NLRP3 yeast inh	A3A deaminase	hIAP block	A3G deaminase
16	COc1ccc(-c2nnc3n2CCCCC3)cc1	2	-4	0.98	6	-1	10	-1	-6	-8
17	CCc1nn(C(C)C(=O)NCCc2ccccc2)c(=O)c2cc3occc3n12 (stereo not given)	-6	22	1.1	-16	5	9	-9	-23	-6
18	O=c1c2ccccc2nnn1CSc1ncnc2ccccc12	-12	4	1.1	-7	-4	13	-1	-2	-3
19	CCCN(CC1CC1)S(=O)(=O)c1ccc(S(N)(=O)=O)cc1	10	9	0.9	-1	6	11	-4	5	-3
20	COc1ccc(Cl)cc1NS(=O)(=O)c1c(C)[nH]c(C)c1C(=O)N1CCCCC1	-5	-11	1.1	5	-2	5	5	8	2
21	CC(=O)c1ccc(N2CCN(Cc3nc4ccccc4[nH]3)CC2)cc1	3	-7	0.97	6	0	13	-4	6	-8
22	CCCN(CCC)C(=O)Cn1c(=O)c2sccc2n2c(=S)sc(-c3ccccc3)c12	12	22	0.88	7	-4	16	6	-14	9
23	CCC1=C(c2cc(OC)c(OC)c(OC)c2)C2(CCCC2)C(=O)O1	-6	21	1.1	-2	-4	8	-4	-6	-13
24	CCNC(=O)O/N=C1\CCCCC1c1ccc([N+](=O)[O-])cc1[N+](=O)[O-] (stereo not given)	9	25	0.91	11	0	19	-2	6	-5
25	COc1ccc(CNC(=O)COC(=O)c2[nH]c(C)c(C(C)=O)c2C)cc1OC	8	-4	0.92	3	0	7	3	-3	2
26	O=C(COC(=O)CCCSc1nc2ccccc2[nH]1)NC(=O)NC1CCCC1	4	-6	0.96	-16	-3	9	1	-6	-9
27	CCc1ccc(N2CC(C(=O)OCC(=O)Nc3cc(C)on3)CC2=O)cc1 (stereo not given)	-2	13	1	6	-2	-2	9	-2	-5
28	Cc1cc(C(c2cc(C)c(N)c(C)c2)c2ccco2)cc(C)c1N	7	5	0.93	19	-1	10	-5	0	-11
29	NC(=O)[C@@H]1CCCNc2c(I)cc([N+](=O)[O-])cc2C(=O)N[C@@H](CO)C(=O)N[C@@H](Cc2ccc(O)cc2)C(=O)N1	-4	-5	1	-2	-6	10	4	3	16
30	CCOC(=O)c1c(NC(=O)CSc2ccccc2C(=O)O)sc(C)c1C	10	-2	0.9	10	-1	-2	-1	-10	-7

Some entries already given, limited to NLRP3 yeast inh, mIAP act and MIN6 prolif:
no. | mol | NLRP3 yeast inh | mIAP act | MIN6 prolif
18 | O=c1c2ccccc2nnn1CSc1ncnc2ccccc12 | 13 | 1.1 | -4
19 | CCCN(CC1CC1)S(=O)(=O)c1ccc(S(N)(=O)=O)cc1 | 11 | 0.9 | 6

The results go on:
No.	Molecule	mIAP inh	tim10-1 inh	mIAP act	TIM10 inh	MIN6 prolif	NLRP3 yeast inh	A3A deaminase	hIAP block	A3G deaminase
31	Cc1cc(C)c2c(CC(=O)NN(C)C)coc2c1	4	8	0.96	7	4	9	0	9	-8
32	O=C(N/N=C/c1ccc(O)cc1)NC12CC3CC(CC(C3)C1)C2	4	50*	0.96	32	-2	15	-2	1	-6
33	O=C1CC(C(=O)N(c2ccc(F)cc2)C(C(=O)NC2CCCC2)c2ccccn2)CS1 (stereo not given)	3	7	0.97	-3	-1	-1	2	-6	-2
34	CCN(CCCNC(=O)C1CCC(=O)N1C(C)C)c1cccc(C)c1 (stereo not given)	9	1	0.91	13	-3	18	-1	-2	3
35	COc1ccc(Cc2c(C)nc(N)nc2Cl)cc1	1	20	0.99	-1	-3	7	1	-8	-2
36	O=C(O)CN1C(=O)/C(=C\c2cc(Br)ccc2OCc2ccc(F)cc2)SC1=S	16	14	0.84	23	-6	9	-1	11	-2
37	CC(=O)N=c1scc(-c2ccccc2)n1-c1cccc(O)c1	-8	6	1.1	-5	-2	16	1	-2	-6
38	Cc1ccc(-c2cc(-c3ccco3)c(C#N)c(=O)[nH]2)cc1	28	1	0.72	6	0	2	17	-12	34
39	N#Cc1ccc(-c2ccccc2)nc1Sc1ccc(F)cc1	3	16	0.97	-15	-4	-1	-2	0	-5
40	CC(C)(C)N1CC(c2nc3ccccc3n2Cc2ccc(Cl)cc2)CC1=O (stereo not given)	12	28	0.88	23	-2	5	-1	10	-4
41	CCC(=O)Nc1cccc(NC(=O)COc2ccc(OC)cc2)c1	-7	6	1.1	11	-1	4	-5	0	-8
42	CSc1ncccc1C(=O)OCC(=O)N1CCCC1	1	3	0.99	-1	0	-16	-5	3	-8
43	CCC(NS(=O)(=O)c1cnn(CC)c1)c1ccccc1 (stereo not given)	3	17	0.97	18	0	3	-1	12	-5
44	Cc1noc(/C=C/c2nn(C)cc2Cl)c1[N+](=O)[O-]	-8	25	1.1	10	0	17	-2	-10	-4
45	CC(C)c1ccc(NC(=O)CNCC(c2ccccc2)N(C)C)cc1 (stereo not given)	-4	-5	1	1	2	14	-3	-3	-5

(next part)
No.	Molecule	mIAP inh	tim10-1 inh	mIAP act	TIM10 inh	MIN6 prolif	NLRP3 yeast inh	A3A deaminase	hIAP block	A3G deaminase
46	COc1ccccc1CC(=O)Nc1ccc2c(c1)OC1(CCCC1)O2	-35	15	1.3	-10	-5	28	-2	-30	-9
47	O=S1(=O)N=C(Oc2cccc3ccccc23)c2ccccc21	-2	10	1	-5	-3	6	-2	-5	-2
48	O=C(O)CCC(=O)N1CCc2cc(S(=O)(=O)NC3CCCC3)ccc21	4	21	0.95	-10	0	13	-3	-9	-7
49	Cc1nc(N2CCN(C(=O)c3ccco3)CC2)nc2c1C(=O)CCC2	0	15	1	-6	1	11	3	-55	-2
50	COc1cccc(N2CC(NS(=O)(=O)c3ccc(Cl)cc3)CC2=O)c1 (stereo not given)	7	2	0.93	-3	-2	-5	-1	-1	-7
51	N#Cc1ccccc1COc1ccc(/C=C/C(=O)O)cc1	-2	15	1	-1	-3	14	2	10	-1
52	Cc1cccc(N2C(=O)/C(=C/c3cccnc3)SC2=S)c1	16	38	0.84	11	-2	2	0	-14	-3
53	COc1ccc(/C(O)=C/C(=O)C(=O)NNC(=O)c2ccccc2)cc1	11	-2	0.89	-1	-4	27	-5	-117	-5
54	Cc1cc(C)c(NC(=O)CNC(=O)c2ccccc2SCC(=O)N2CCCC2)c(C)c1	0	-7	1	-7	-1	14	-4	2	-8
55	Cc1ccc(/C=C/C(=O)O)cc1S(=O)(=O)NCC1CCCO1 (stereo not given)	4	14	0.96	-10	-3	0	-3	-2	-8
56	CN(CCOC(=O)c1ccc2c(c1)OCO2)C(C)(C)C	1	-4	0.99	1	-3	18	5	6	9
57	Cc1cc(Cl)cc(C)c1OCC(=O)N1CCN(c2ncccn2)CC1	8	22	0.92	18	-3	17	-3	24	-5
58	Cc1ccc(C(=O)Nc2nc3ccccc3c(=O)s2)cc1	-4	21	1	2	-4	23	-4	-1	14
59	COc1cc(N=C2C(=O)N3c4c(cccc42)C(C)=CC3(C)C)cc(OC)c1	7	20	0.93	16	-6	9	-3	22	-9
60	CCOC(=O)c1ccc(CNCc2ccccc2)cc1	2	5	0.98	5	-2	13	-3	12	-2
